Bioassay records (PubChem BioAssay)
hcDAF-12 act – H. contortus DAF-12 nuclear receptor activators, primary screen, cell-based, luminescence, HEK293, lit1-tk-luc reporter; activation, % at 6.8 µM; AID 652067, 2013; hit rate 1.4% among 370,000; HEK293 hcDAF-12 lit1-tk-luc reporter; 0% DMSO, 100% Δ7-dafachronic acid;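 active means activation above the mean of all tested compounds plus 3 SD, cut at about 5.5% in these data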;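 further: 100% = response to 3 µM Δ7-dafachronic acid high control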
DAX1 inh-1 – DAX1 (NR0B1) inhibitors, primary screen, cell-based, HEK293, Gal4-DAX1, luciferase luminescence; HEK293 Gal4-DAX1 luciferase reporter; inhibition, % at 6.75 µM; Nuclear receptor subfamily 0 group B member 1 (Homo sapiens), P51843; AID 504766, 2011; hit rate 0.99% among 340,000;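 active means inhibition above the mean over all tested compounds plus 3 SD, cut at about 4.2% in these data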;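 further: 0% = DAX1-transfected cells with DMSO and 100% = empty-vector control cells with DMSO; inhibition shows as a rise in luminescence from relieved DAX1 repression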
Target sequence (P51843 207-470 limits assumed): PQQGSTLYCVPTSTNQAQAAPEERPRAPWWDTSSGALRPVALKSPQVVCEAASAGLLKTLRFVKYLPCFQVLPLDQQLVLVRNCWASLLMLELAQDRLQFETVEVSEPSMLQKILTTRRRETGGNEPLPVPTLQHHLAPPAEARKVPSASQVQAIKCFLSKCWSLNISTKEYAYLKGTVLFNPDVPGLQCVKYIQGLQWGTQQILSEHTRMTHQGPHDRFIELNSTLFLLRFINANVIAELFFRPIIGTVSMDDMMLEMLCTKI
ssDAF-12 act – S. stercoralis DAF-12 nuclear receptor activators, primary screen, cell-based, luminescence, HEK293, GRIP1 co-expression, lit1-tk-luc; activation, % at 6.8 µM; HEK293 ssDAF-12/GRIP1 lit1-tk-luc reporter; % of 3 µM dafachronic acid response; Nuclear hormone receptor DAF-12 (Strongyloides stercoralis); hit rate 1% among 370,000;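 active means activation above the mean over all tested compounds plus 3 SD, cut at about 0.9% in these data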;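 further: 0% = DMSO-only wells and 100% = 3 µM delta7-dafachronic acid wells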
SMARCA2 activ – SMARCA2 (BRM) function activators, primary screen, cell-based, luminescence, high throughput | hit rate 1% among 370,000 | AID 652017, 2013 | activation, % at 9.1 µM | MG213 cells, MMTV-luciferase reporter, dexamethasone, overnight; in the data active means activation above about 7.8%;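 further: 0% = vehicle wells and 100% = reference activator wells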
sPLA2-III inh – human group III sPLA2 inhibitors, primary screen, biochemical, QFRET, BODIPY PC-A2 liposome substrate. AID 743126, 2013. inhibition, % at 12.2 µM. Group 3 secretory phospholipase A2 (Homo sapiens), Q9NZ20. QFRET BODIPY PC-A2 liposome hydrolysis, fluorescence. hit rate 0.56% among 370,000;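 active means inhibition above mean plus 3 SD of compounds lying within the high and low control bounds, cut at about 19% in these data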;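 further: 0% = median of test compound wells and 100% = no enzyme DMSO wells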
Target sequence (Q9NZ20 whole entry, looked up): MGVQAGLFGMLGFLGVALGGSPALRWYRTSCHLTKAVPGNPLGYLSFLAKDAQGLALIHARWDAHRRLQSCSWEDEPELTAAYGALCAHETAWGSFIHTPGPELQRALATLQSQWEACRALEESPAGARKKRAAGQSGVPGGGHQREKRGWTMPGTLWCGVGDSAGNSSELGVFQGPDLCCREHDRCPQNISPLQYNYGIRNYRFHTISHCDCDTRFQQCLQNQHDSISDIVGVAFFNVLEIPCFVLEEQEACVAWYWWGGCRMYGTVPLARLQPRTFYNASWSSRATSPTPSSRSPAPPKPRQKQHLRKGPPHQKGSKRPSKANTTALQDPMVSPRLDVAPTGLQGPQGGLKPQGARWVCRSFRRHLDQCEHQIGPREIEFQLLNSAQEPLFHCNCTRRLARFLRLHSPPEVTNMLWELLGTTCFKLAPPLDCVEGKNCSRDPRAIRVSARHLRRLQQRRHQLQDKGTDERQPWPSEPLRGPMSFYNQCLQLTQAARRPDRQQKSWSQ
NPR2 activator – human GC-B receptor activators, primary screen, HEK293 GC-B cells, cGMP TR-FRET, EC30 CNP; Atrial natriuretic peptide receptor 2 (Homo sapiens), P20594; 0% at EC30 CNP, 100% saturating CNP; activation, % at 10 µM; hit rate 0.11% among 370,000; AID 1920062, 2024;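 active means activation at 10 µM reaching about 35% in either raw or pattern-adjusted values, limit read from the data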
DAX1 inh-2 – DAX1 (NR0B1) inhibitors on StAR promoter, primary screen, cell-based, luminescence, SF-1 (NR5A1), full-length DAX-1 | HEK293T StAR-luciferase reporter, SF-1/DAX-1 repression relief | inhibition, % at 6.8 µM | hit rate 1.1% among 370,000 | AID 652010, 2013;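 active means inhibition above the mean over all tested compounds plus 3 SD, cut at about 3.6% in these data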;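 further: 0% = DAX-1 cells with DMSO and 100% = cells lacking DAX-1 with DMSO; higher inhibition means more luminescence from relief of DAX-1 repression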
GAA850 FXN act – FXN promoter activators, primary screen, cell-based, luciferase luminescence, HEK293 lucGAA850. activation, % at 6 µM. hit rate 0.56% among 360,000. HEK293 lucGAA850 FXN promoter luciferase reporter, 24 h; percent of 10 µM SAHA response. AID 540364, 2011;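 active means activation above the average of all compounds screened plus 3 SD, cutoff fixed separately per campaign, cut at about 7.5% in these data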;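 further: 0% = DMSO wells and 100% = 10 µM SAHA wells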
NPR1 activator – GC-A stimulated cGMP production enhancers – HEK293 GC-A cells, cGMP TR-FRET, EC30 ANP, primary screen; 0% at EC30 ANP, 100% saturating ANP; hit rate 0.14% among 370,000; activation, % at 10 µM; Atrial natriuretic peptide receptor 1 (Homo sapiens), P16066; in the data active means activation above about 40%
KLK7 zymogen act – proKLK7 zymogen activators, primary screen, biochemical, fluorescence intensity. hit rate 0.9% among 370,000. activation, % at 7 µM. purified proKLK7, EDANS-DABCYL substrate fluorescence; 100% is mature enzyme control, 0% vehicle;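 active means activation above the mean of all tested compounds plus 3 SD, computed per campaign excluding outliers beyond control limits, cut at about 13% in these data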
Target sequence (P49862 whole entry, looked up): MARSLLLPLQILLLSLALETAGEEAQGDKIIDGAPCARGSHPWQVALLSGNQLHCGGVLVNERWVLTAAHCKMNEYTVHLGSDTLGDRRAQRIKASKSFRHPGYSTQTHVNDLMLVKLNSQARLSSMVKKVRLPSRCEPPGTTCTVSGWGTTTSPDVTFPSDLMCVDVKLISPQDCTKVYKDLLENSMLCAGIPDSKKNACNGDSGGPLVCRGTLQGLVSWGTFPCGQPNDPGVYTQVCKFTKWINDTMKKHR
hgDAF-12 ag – H. glycines DAF-12 receptor agonists, primary screen, cell-based, luminescence, HEK293, GAL4 fusion, UAS-luciferase | activation, % at 6.8 µM | Nuclear hormone receptor DAF-12 (Heterodera glycines), GAL4 fusion | HEK293 GAL4-hgDAF12 UAS-luciferase reporter, agonist luminescence; normalized to butyrate control | hit rate 1.8% among 370,000;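 active means activation above a cutoff set at the mean of all screened compounds plus 3 SD, cut at about 10% in these data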;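 further: 0% = DMSO wells and 100% = sodium butyrate wells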
Starred values were filed as active, the others as inactive; . = not tested or not shown.

SMILES	hcDAF-12 act	DAX1 inh-1	ssDAF-12 act	SMARCA2 activ	sPLA2-III inh	NPR2 activator	DAX1 inh-2	GAA850 FXN act	NPR1 activator	KLK7 zymogen act	hgDAF-12 ag
COCCN(CCOC)Cc1cc(=O)oc2cc(C)c(C)cc12	1.6	.	-1.1	2	-8	2	0.7	.	4	-0.7	1.5
COc1ccc(C2(CNC(=O)c3ccc(OC)c([N+](=O)[O-])c3)CCCCC2)cc1OC	-2.1	-2.2	-1.4	-2	-3	-4	0.1	-2.1	-5	-0.3	-8.9
CC(C)NC(=O)CN1CCN(c2ncccn2)CC1	-0.6	0.3	-0.5	-2	-1	5	0.2	-0.1	0	-0.5	1.5
CCCCn1c(SCC(=O)Nc2cc(C)on2)nc2ccccc2c1=O	-0.3	-0.2	-1.4	0	4	11	-0.3	-0.6	36	0.7	1.1
COc1cc(N)c2ncccc2c1SC	-2.1	-1.1	-1.0	-1	10	-1	-6.2	-0.7	-2	-0.6	-2.5
COc1ccc(NC(=O)COC(=O)/C=C/c2ccccc2[N+](=O)[O-])cc1	-0.9	-1.0	-1.2	-2	5	-2	-0.4	2.2	0	0.6	-0.6
COc1ccc(N2C(=O)CC(NC34CC5CC(CC(C5)C3)C4)C2=O)c(OC)c1 (stereo unspecified)	0.9	-0.1	-1.2	4	6	1	0.0	0.8	0	0.3	0.4
COc1ccc(NC(=O)C2CCN(S(=O)(=O)c3cccc4nonc34)CC2)cc1OC	-2.4	-0.6	-0.9	-1	-4	0	0.2	2.7	1	0.5	-1.7
O/N=C(\C[n+]1ccccc1)c1ccc(Br)cc1	-1.4	-0.5	-1.2	2	-4	3	0.3	2.1	5	-1.2	0.5
OCCOCCn1c(-c2ccccc2)nc(=S)c2c1CCCC2	0.3	-0.7	-0.8	-6	10	-5	-0.2	-0.4	7	0.2	1.1
N#Cc1ccccc1OCC(=O)Nc1c(C(=O)C2CC2)oc2ccccc12	-1.9	0.0	-0.4	-3	-2	-2	-0.4	-0.9	3	-0.8	-0.9
CCC(C)C(NC(=O)OC(C)(C)C)C(=O)NC(C(=O)NC(C)C(N)=O)C(C)C (stereo unspecified)	0.4	0.5	-2.0	2	2	6	-0.3	-0.8	3	-0.2	0.6
COc1cc(CC(=O)OCC(=O)Nc2ccc3c(c2)OCCO3)cc(OC)c1OC	-1.2	-0.2	-0.5	-2	-1	2	0.2	-0.7	2	-0.1	-0.9
COc1cc(OC)c2c(-c3cccc(-c4ccc(OC)c(OC)c4)c3)cc(=O)oc2c1	-1.7	-0.4	-0.5	0	-2	-2	0.9	-1.7	2	-0.2	1.3
COCCCNCCCCOc1ccc(C)cc1[N+](=O)[O-]	-0.9	1.5	-1.0	-2	-6	-1	1.4	-4.5	1	-0.2	2.5
C=CCn1c(-c2ccc(OC)c(OC)c2)cs/c1=N\c1ccccn1	-0.1	0.7	-1.0	2	5	2	-0.9	1.9	0	0.3	-1.0
COc1cccc(CN2CCNC(=O)C2CC(=O)N(C)C2CCCCC2)c1 (stereo unspecified)	-2.1	0.7	-1.2	-2	-1	5	0.2	2.4	0	1.2	0.4
Cc1cc(Cl)c(S(=O)(=O)N2CCN(c3ccc(F)cc3)CC2)cc1OCC(=O)NC1CCCCC1	-2.1	-0.4	-1.4	-6	4	-1	-1.6	-9.4	-2	1.0	-2.4
COc1ccc(S(=O)(=O)NCC(c2cccnc2)N2CCN(C)CC2)cc1OC (stereo unspecified)	-0.5	0.5	-1.0	0	-1	-1	-0.5	1.9	0	0.5	-1.2
CCNC(=O)Cc1ccc(S(=O)(=O)N2CCOCC2)s1	-0.7	0.8	-1.4	-3	6	2	0.4	1.3	2	-0.3	-1.3
CCCCC(c1nc2ccccc2[nH]1)n1c(-c2ccccc2)nc2ccccc21 (stereo unspecified)	1.8	.	0.0	-1	1	-20	-0.6	.	-21	-0.3	1.1
CCCCc1ccc(Nc2ncnc3nc[nH]c23)cc1	3.0	2.2	-0.4	2	-16	-8	3.4	2.5	-3	0.0	13*
CC(C)N1CCN(C(=O)c2ccc([N+](=O)[O-])cc2)CC1	-0.5	.	-1.4	-2	0	2	-0.1	2.5	1	1.2	-0.2
CNC(=O)C1(C(F)(F)F)C/C(=C\CCO)CCCO1 (stereo unspecified)	0.6	0.8	-0.6	1	7	11	0.4	0.4	1	0.7	-1.2
COc1ccc(/C=C2\SC(=S)N(CCC(=O)Nc3cccc(O)c3)C2=O)cc1OC	-1.4	-0.4	-0.8	-2	0	-1	-0.2	-0.1	-2	0.9	0.7
COc1ccc(C(=O)NCC(=O)OCc2cccc(Br)c2)cc1	-0.2	-0.8	-2.4	-1	-2	-1	-0.5	-1.1	0	0.0	1.5
CCN(C[C@H]1N[C@@](CC)(C(=O)OC)[C@H]2C(=O)N(Cc3ccccc3)C(=O)[C@@H]12)C(=O)c1ccc(C(C)(C)C)cc1	-1.7	-0.8	-0.3	-2	-4	12	0.2	0.8	4	0.1	-1.1
CCOc1ccc(Oc2ccc(NS(=O)(=O)c3ccc(CCC(=O)O)cc3)cc2)cc1	0.5	0.1	-1.4	-3	-18	2	-0.9	-0.3	0	0.1	1.3
CCCCc1c(-c2ccccc2OC)ncn1Cc1cc(F)ccc1F	-1.3	.	-1.1	-5	-4	-14	0.2	.	-10	0.3	-0.8
CC(=O)Nc1ccc(OC(=O)c2cc3cc(Br)cc(Br)c3oc2=O)cc1	-1.4	.	-1.3	1	0	-11	0.0	.	6	0.6	-0.9
O=C1CCC[C@H]2C[C@H](NCc3ccc(Cl)c(Cl)c3)CC[C@]23CCCN13	-0.9	.	-1.1	.	-1	-3	.	.	3	.	-1.2
CNS(=O)(=O)c1ccc(CNC[C@H]2O[C@@H](n3cnc4c(=O)[nH]c(N)nc43)[C@H](O)[C@@H]2O)cc1	-0.7	.	-0.7	-4	3	20	2.1	.	17	-0.3	2.3
O=C(NNC(=O)c1cc(Cl)ccc1O)c1ccc(NS(=O)(=O)c2cccs2)cc1	1.4	-1.5	-0.1	-2	-19	9	1.1	-0.5	2	-1.3	0.7
Cc1ccc2c(CN3CCCCC3)cc(=O)oc2c1	-0.8	-0.1	-0.3	2	8	2	0.9	3.1	6	0.5	-1.5
Nc1[nH]c(C(=O)c2ccccc2)c(-c2ccc(Cl)cc2Cl)c1C(=O)c1ccccc1	-1.5	.	-1.6	3	-5	2	-0.6	.	-11	0.3	0.3
O=C(/C=C/c1cccc([N+](=O)[O-])c1)NCCc1ccc(F)cc1	-2.6	-1.0	-1.5	1	4	-1	-0.2	6.6	0	0.7	-0.1
CC(=O)Nc1ccc2c(O)cc(S(=O)(=O)O)cc2c1	0.9	0.3	-0.7	-1	0	-3	-0.9	2.2	-1	-0.9	-1.9
CCOc1ccccc1-n1c(SCC(=O)N(C(C)C)C(C)C)nnc1-c1cccnc1	-1.9	2.0	-1.2	0	3	0	-0.3	1.1	-4	0.2	0.2
COc1ccccc1C(NC(=O)CC(C)C)c1c(O)ccc2ccccc12 (stereo unspecified)	-1.0	-0.4	-1.4	-1	-26	-17	-0.3	0.2	-32	-1.7	-1.7
Cc1c(NC2=CC(=O)CCC2)c(=O)n(-c2ccccc2)n1C	1.0	-2.3	-0.9	1	8	10	-0.6	1.8	5	0.5	2.2
C=C1C(=O)C=C[C@]2(C)C[C@@H]3OC(=O)[C@](C)(O)[C@H]3C[C@@H]12	0.1	-4.9	-0.8	2	12	-1	-2.7	-12	-1	-0.3	-4.9
CCCn1c(C(C)NS(=O)(=O)c2ccccc2)n[nH]c1=S (stereo unspecified)	-1.4	0.3	-0.5	-3	16	2	-0.2	1.5	5	-0.4	-0.8
CCCn1c(SC(C)C(=O)NCC2CCCO2)nc2sc3c(c2c1=O)CCC3 (stereo unspecified)	-1.9	-1.2	-1.3	5	7	-4	-2.5	-0.1	0	0.3	2.3
O=C(CNC(=O)c1ccco1)Nc1ccc(OC(F)F)cc1	4.0	-0.5	-1.2	-3	1	2	0.1	-0.5	1	-0.1	-1.2
CCN(C(=O)COC(=O)CCC(=O)c1cccs1)C1CCCCC1	-1.4	-0.6	-1.0	3	-3	0	0.0	1.3	-1	-0.6	-2.2
COc1ccc(Br)c(Cn2c(C)c(C(=O)NCc3ccccc3C(F)(F)F)sc2=O)c1	0.5	.	-0.6	-2	3	-6	0.1	0.0	-4	-0.1	-0.7
CCN(CC)C(=O)CSc1nc2nc(C)cc(C)c2c(=O)[nH]1	-0.4	-0.2	-0.5	0	2	8	0.1	-0.2	4	0.6	1.8
O=C(NCCCn1ccnc1)C1CCN(S(=O)(=O)c2ccc(F)cc2)CC1	-0.3	-1.3	-1.1	-1	-2	3	0.1	2.4	-2	0.4	0.6
COc1cc(CNCC2CCCO2)ccc1OCC(N)=O (stereo unspecified)	-0.5	1.2	-1.7	-3	8	0	0.8	1.5	-1	0.0	-0.7
CCCCC(=O)N(C)c1c(CC)nc2c(OCc3ccc(C#N)cc3)cccn12	-2.1	.	-1.4	-3	-2	-3	-0.4	-0.4	4	0.8	-0.1
Cc1cc(C)cc(NC(=O)c2ccc(CN3CCc4ccccc4C3)cc2)c1	-1.4	-1.1	-1.6	-3	8	-1	-0.3	0.3	0	-0.5	0.4
CC(C)=CC1C(C(=O)Nc2ccc(Br)cn2)C1(C)C (stereo unspecified)	-0.7	-0.2	-1.2	0	5	-6	-0.3	1.4	-3	0.1	-0.5
CCOc1cccc2sc(N(CCN(C)C)C(=O)c3cc4ccccc4cc3OC)nc12	-0.5	0.7	-0.7	-1	-3	-14	-1.4	-0.2	-11	-0.1	-1.5
O=C(CSc1nc2ccccc2n1Cc1ccccc1Cl)N/N=C\c1c[nH]c2ccccc12	1.7	.	-0.5	-4	-21	-1	-0.9	.	0	0.6	0.9
O=c1[nH]c(SCCOc2ccccc2F)nc2ccccc12	-0.3	-0.3	-1.0	-1	-21	-2	1.2	4.2	4	-0.3	2.6
